# Screening data from PubChem.
# NF-kB neuron act: activators of NF-kB expression in neurons, primary screen, cell-based, HTS | human neuronal cells, NF-kB reporter expression; stronger effect = higher value | fold change at 12.5 µM | 190,000 compounds, 1.6% hits; in the data active = fold change above about 3.3
# STAT3 blocker: IL-6 driven STAT3 reporter inhibitors, primary screen, U3A cells, luciferase, luminescence, MLSCN library; IL-6 STAT3-luciferase reporter; host cell line lacks STAT1; inhibition, % at 5.5 µM; 190,000 compounds, 0.89% hits; AID 862, 2007;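 active = inhibition above the mean inhibition across all screened compounds plus 3 SD, cut at about 44% in these data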;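 note: 0% = DMSO only wells and 100% = 100 µM nifuroxazide control wells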
# APP 5'UTR act: activators of APP 5'UTR luciferase reporter, primary screen, SH-SY5Y cells; activation, % at 2 µM; 190,000 compounds, 1% hits; SH-SY5Y APP 5'UTR luciferase reporter, luminescence; zero percent = DMSO vehicle wells; AID 1276, 2008;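 active = activation above a set limit, based on mean plus 3 SD of controls, cut at about 140% in these data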; note: values of inactives mirror those of a sister screen read the other way
# STAT3 act: IL-6 driven STAT3 reporter potentiators, primary screen, U3A cells, luciferase, luminescence, MLSCN library | activation (% of control), % at 5.6 µM | AID 871, 2007 | 190,000 compounds, 0.91% hits | IL-6 STAT3-luciferase reporter; 100% = signal with IL-6 EC80 alone;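 active = activation above the screen-wide mean of compound activation plus 3 SD, cut at about 130% in these data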;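 note: 0% = background luminescence of wells with medium and substrate only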
#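 Detection: reporter luminescence signal / Assay system: STAT1-lacking human U3A cells, STAT3 luciferase reporter / Incubation: compound pre-incubation 1 h before IL-6, then 6 h stimulation at 37 °C / Control set: IL-6-only high control / Read-out: % activation relative to IL-6 control / Probe or stimulus: Interleukin-6, 33 ng/mL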
# FLuc inh counter: firefly luciferase enzyme inhibitors, primary screen, artefact control for luciferase-based inhibitor screens, biochemical, luminescence, ATPLite | Luciferin 4-monooxygenase (Photinus pyralis), P08659 | 10 min | inhibition, % at 10 µM | 200,000 compounds, 1.5% hits | AID 1006, 2008;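 active = inhibition above about 50% when tested at 10 µM, limit read from the data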
# Target sequence (P08659 whole entry, looked up): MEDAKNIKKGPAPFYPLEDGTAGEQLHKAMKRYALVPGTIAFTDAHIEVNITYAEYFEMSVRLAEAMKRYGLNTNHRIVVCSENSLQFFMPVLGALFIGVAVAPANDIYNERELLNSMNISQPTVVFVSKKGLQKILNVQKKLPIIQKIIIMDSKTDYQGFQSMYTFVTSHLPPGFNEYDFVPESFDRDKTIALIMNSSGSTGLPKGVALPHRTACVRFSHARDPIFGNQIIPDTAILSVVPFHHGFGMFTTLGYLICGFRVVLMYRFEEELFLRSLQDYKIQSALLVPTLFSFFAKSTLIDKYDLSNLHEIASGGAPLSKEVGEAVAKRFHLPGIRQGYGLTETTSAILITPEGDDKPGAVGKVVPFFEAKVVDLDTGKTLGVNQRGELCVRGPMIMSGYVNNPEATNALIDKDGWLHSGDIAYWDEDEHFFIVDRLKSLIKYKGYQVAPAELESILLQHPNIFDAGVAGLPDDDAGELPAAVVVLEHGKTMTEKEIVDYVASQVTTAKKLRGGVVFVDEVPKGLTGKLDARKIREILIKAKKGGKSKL
# APP transl inh: inhibitors of APP translation via 5'UTR reporter, primary screen, APP 5'UTR luciferase, SH-SY5Y cells; SH-SY5Y APP 5'UTR-luciferase reporter, luminescence; 190,000 compounds, 0.82% hits; inhibition, % at 2 µM;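 active = inhibition above a set limit, derived from the sample mean plus 3 SD, cut at about 45% in these data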; note: values of inactives mirror those of a sister screen read the other way
# RAM network inh: inhibitors of the yeast RAM network, primary screen, dse1pr::URA3 reporter, 5-FOA selection | S. cerevisiae dse1pr::URA3 reporter, 5-FOA growth OD615, 2 d; analog-sensitive cbk1-as2 kinase mutant strain | inhibition, % at 50 µM | 190,000 compounds, 1.8% hits;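 active = inhibition above a set limit, 3 SD over mean compound inhibition, cut at about 8.4% in these data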;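 note: 0% = DMSO-only wells with no growth and 100% = 10 µM 1-NA-PP1 full growth; inhibition rescues growth on 5-FOA so higher OD means more RAM inhibition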
# STAT1 act: STAT1 signaling activators, primary screen, cell-based, HTS, luciferase reporter. NIH 3T3 STAT1-luciferase reporter, IFN-gamma, luminescence; 100% = IFN-gamma alone, no compound. activation (% of control), % at 5.5 µM. 200,000 compounds, 2.6% hits. AID 932, 2007;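 active = activation above the screen-wide mean activation plus 3 SD, cut at about 130% in these data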;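 note: raw ratio to IFN-gamma control signal so 100% means no change and 0% no light; values of inactives mirror those of a sister screen read the other way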
# STAT1 inh: STAT1 signaling inhibitors, primary screen, cell-based, HTS, luciferase reporter | NIH 3T3 STAT1-luciferase reporter, IFN-gamma, luminescence | inhibition, % at 5.5 µM | 200,000 compounds, 0.35% hits | AID 920, 2007;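 active = inhibition above a set limit, the mean inhibition across all tested compounds plus 3 SD, cut at about 34% in these data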;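 note: 0% = IFN-gamma with DMSO and 100% = IFN-gamma with 300 µM nifuroxazide; values of inactives mirror those of a sister screen read the other way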
# Hsp70 act: Hsp70 transcriptional activators, primary screen, cell-based, HeLa, Hsp70 promoter luciferase, luminescence, 10 µM | activation, % at 10 µM | 200,000 compounds, 0.04% hits | HeLa Hsp70 promoter luciferase reporter; scaled: vehicle 0, proteasome-inhibitor control 100%;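 active = activation above the mean across all tested compounds plus 3 SD, cutoff set per campaign, cut at about 5.5% in these data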;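 note: 100% = MG132 at 30 µM as the positive control and 0% = DMSO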
# An asterisk follows results filed as active; . = not tested or not shown.
SMILES,NF-kB neuron act,STAT3 blocker,APP 5'UTR act,STAT3 act,FLuc inh counter,APP transl inh,RAM network inh,STAT1 act,STAT1 inh,Hsp70 act
S=C1N(c2ccccc2)C(c2ccc(Cl)cc2)N2CCCN12 (stereo unspecified),0.89,7,10,98,-6,-10,1.0,92,9,-0.2
NC(=O)COc1cccc2cccnc12,1.3,4,-2,97,-4,2,1.3,98,3,-0.2
CC(C)(C)CC(=O)Nc1nn[nH]n1,0.99,-2,-5,99,-4,5,2.1,102,-2,-0.1
Cc1ccc(N2C(=O)C3C(C2=O)C2C=CC3C23CC3)cc1 (stereo unspecified),1.4,12,3,94,32,-3,-0.5,104,-5,0.1
CCn1c(/C(C#N)=C(\O)CCc2ccccc2)nc2ccccc21,1.2,16,-5,90,-7,5,1.9,106,-7,-0.2
CC(N)c1ccc(Cl)cc1Cl (stereo unspecified),1,3,4,97,-4,-4,0.3,105,-5,0.1
CC(C)CCNC(=O)NC(=O)COC(=O)/C=C/c1cc(Br)ccc1F,1.3,-10,34,108,-1,-34,5.9,110,-10,-0.2
Cc1cc(=O)c2ccccc2s1,1.1,8,3,96,3,-3,1.9,106,-7,-0.1
O=c1c2c([nH]c3ccccc13)CCCCCC2,1.1,10,-19,94,-7,19,-0.2,100,0,0.1
Cc1ccc(S(=O)(=O)Nc2ccc(N3CCCCC3)cc2)cc1,0.8,1,3,101,-6,-3,1.5,93,7,0.2
Cc1cccc(NC(=O)NNC(=O)c2ccc(C)c([N+](=O)[O-])c2)c1,0.92,6,16,100,-5,-16,0.8,96,3,-0.1
CCOC(=O)Cn1c2ccccc2n2nc(CCC(=O)O)c(=O)nc12,1.2,12,-3,95,-5,4,2.6,90,9,-0.1
COC(=O)Oc1ccc(/C=N/NC(=O)CSCc2ccccc2Br)cc1OC,0.63,58*,-20,55,-4,20,2.2,92,9,-0.4
CCOC(=O)c1nn(-c2ccc(F)cc2)c2nc(CC(C)C)c(C#N)c(=O)n12,1,4,0,100,-5,0,2.5,93,6,-0.1
O=c1c(Cl)c(NCc2ccco2)cnn1C12CC3CC(CC(C3)C1)C2,1.3,21,7,91,6,-7,-0.9,114,-17,-0.1
COc1ccc(/C=C/C(=O)c2oc3ccc(F)cc3c2C)cc1,1.1,0,17,103,9,-17,11*,88,13,-0.4
Cc1cc(C)cc(NC(=O)C2CCN(c3nc(C)cc(C)n3)CC2)c1,1.3,15,21,93,-4,-21,4.9,98,2,-0.4
CCCCCC(=O)N/N=C/c1ccco1,0.99,-15,-19,110,0,18,-0.4,108,-9,-0.5
O=C1CSC(c2ccccc2[N+](=O)[O-])N1c1cccc(F)c1 (stereo unspecified),.,15,2,91,-7,-2,1.2,103,-5,-0.1
CCc1cc2c(NCCN3CCCCC3)ncnc2s1,1,-9,7,106,0,-7,0.9,107,-7,-0.5
Cc1cccc(NC(=O)NNC(=O)c2sccc2-n2cccc2)c1,1.2,-8,83,109,2,-83,-0.8,102,-2,0.1
CC(C)(C)NC(=O)Cn1c(-c2nonc2N)nc2ccccc21,1,2,-8,103,-4,8,1.4,97,3,0.6
COc1ccccc1OCC(=O)Nc1oc(-c2ccccc2)c(-c2ccccc2)c1C#N,1.3,11,0,95,-5,0,6.5,100,0,-0.1
COCCn1c(SCc2nc3sc(C(=O)OC)c(C)c3c(=O)[nH]2)nc2ccccc21,1.1,4,6,100,-7,-6,5.5,105,-6,-0.5
O=C1C2C3C=CC(C3)C2C(=O)N1c1ccc(-c2nc3ccccc3c(=O)o2)cc1 (stereo unspecified),1.1,10,4,93,13,-4,1.0,99,-1,0.0
COc1ccc2c(c1)C(SCC(=O)NCCc1ccccc1)CC(C)(C)O2 (stereo unspecified),1.1,18,-3,84,-1,3,0.1,94,7,-0.1
Cc1ccc(C)c(NC(=S)NCCSc2ccc(Cl)cc2)c1,1.1,6,-6,98,-6,6,8.0,102,-2,-0.1
COc1ccc(N(CC(=O)NCc2ccco2)S(C)(=O)=O)cc1Cl,1.1,4,-1,103,-1,1,-0.1,104,-5,-0.2
CCOCCc1nnc(NC(=O)c2ccc(OC)c(OC)c2)s1,1.2,8,-12,98,-5,12,1.0,98,2,0.1
COc1ccc(Cc2nc3ccccc3n2CC(=O)N/N=C/c2ccc(O)cc2)cc1OC,1.2,8,10,90,-4,-10,-1.6,95,5,-0.3
COc1cc(-c2nnn(CC(=O)N3CCOCC3)n2)cc(OC)c1OC,1.1,6,1,99,-6,-1,0.4,100,0,-0.2
CC(C)c1ccc(N2CC(C(=O)Nc3nccs3)CC2=O)cc1 (stereo unspecified),1,-2,28,107,-2,-28,-0.1,106,-6,-0.2
Cc1ccc(CN(c2ccc(C(=O)N3CCCC3)cc2)S(C)(=O)=O)cc1,0.74,-9,-13,110,-2,13,0.5,92,8,-0.1
O=C1CC(c2ccc(F)cc2)Sc2ccccc2N1 (stereo unspecified),1.1,-38,-8,135*,-4,8,1.9,108,-9,-0.2
COC(=O)CCC(=O)Nc1nccs1,1,17,12,91,-6,-12,0.6,103,-5,-0.1
COc1ccccc1-n1c(SCC(=O)Nc2nnc(C)s2)nc2c(c1=O)SCC2,1.2,10,-3,93,-1,3,0.0,99,7,-0.2
Fc1ccc(C2c3cccn3CCN2C(=S)Nc2cccc(F)c2)cc1 (stereo unspecified),1.4,13,-19,96,-1,19,3.4,101,-1,-0.2
CCOc1ccc(OCC)c2sc(C)nc12,1.4,1,23,103,-6,-23,0.0,102,-2,0.3
O=C(CCn1nc(-c2ccc(Cl)cc2)c2ccccc2c1=O)NCC1CCCO1 (stereo unspecified),1,4,-1,99,3,2,2.2,100,0,-0.1
Cc1ccc(S(=O)(=O)N/N=C2/CC(c3ccccc3)Oc3ccccc32)cc1[N+](=O)[O-] (stereo unspecified),1.6,-4,1,110,-2,-2,2.7,102,-3,-0.2

# Arranged by the number under STAT1 act (smallest number first): some entries from above
compound	STAT1 act
COc1ccc(Cc2nc3ccccc3n2CC(=O)N/N=C/c2ccc(O)cc2)cc1OC	95
CCOc1ccc(OCC)c2sc(C)nc12	102
O=C1CC(c2ccc(F)cc2)Sc2ccccc2N1 (stereo unspecified)	108

# Continuation.
SMILES,NF-kB neuron act,STAT3 blocker,APP 5'UTR act,STAT3 act,FLuc inh counter,APP transl inh,RAM network inh,STAT1 act,STAT1 inh,Hsp70 act
O=c1cc(CNc2ccc(Br)cc2)nc2sccn12,1.1,38,28,69,-4,-28,1.1,97,3,-0.4
COC(=O)Nc1cc(C)nc2ccccc12,1.2,6,-7,99,-2,7,0.2,94,6,0.8
Cc1cc(C)nc(SCC(=O)Nc2ccc(N3CCOCC3)cc2)n1,0.98,12,30,94,-8,-30,-0.9,93,7,-0.5
O=C(NC(=S)Nc1nc(-c2cccc3ccccc23)cs1)c1cc2ccccc2o1,1.2,-10,25,104,-2,-25,2.5,108,-8,-0.5
COC(=O)c1cc2occc2n1CC(=O)N(C)C1CCCCC1,1.4,9,-7,94,-7,7,0.1,104,-5,-0.3
CCN(CC)S(=O)(=O)c1ccc(OC(C)C)nc1,1,3,-5,101,-1,5,1.2,93,8,-0.2
CCO[C@H]1OC(C(=O)NC2CC2)=C[C@@H](c2ccc(Br)cc2)[C@@H]1CCCO,1,.,-15,.,1,15,0.4,94,8,-0.3
Cc1ccc(C(=O)OCC(=O)Nc2ccccc2)cc1NC(=O)c1ccco1,1.3,6,12,103,-4,-12,2.8,110,-11,-0.2
CC(C)(C)N1C(=O)c2ccc(C(=O)Nc3ccc(-c4nc5ccccc5[nH]4)cc3)cc2C1=O,1.3,4,0,99,32,0,4.0,102,-3,-0.2
CC(=O)N(C)c1ccc(NC(=O)/C=C/c2ccccc2Cl)cc1,1.5,42,17,68,36,-17,5.1,115,-8,0.1
O=C1/C(=C/N(C(=O)c2ccco2)c2ccc(Cl)cc2)Sc2ccccc21,1.7,5,81,98,86*,-81,1.8,116,-17,0.0
Cc1[nH]c2ccccc2c1Cc1n[nH]c(=S)o1,0.93,9,2,100,-8,-2,-0.2,99,1,-0.1
COC(=O)COc1ccc(S(=O)(=O)Nc2ccc3c(c2)OCO3)cc1Cl,1.1,9,-10,94,-6,10,-0.6,101,-1,-0.1
O=S(=O)(c1ccc(N2CCCC2c2nc3ccccc3s2)nc1)N1CCOCC1 (stereo unspecified),1.1,-7,39,112,-4,-39,2.7,99,1,0.1
CC1(C)Cc2cccc(OCC(=O)N3CCN(S(=O)(=O)c4ccccc4F)CC3)c2O1,0.85,5,2,99,0,-2,1.4,94,7,-0.3
CCOC(=O)c1c(C)cccc1OCC(N)=O,0.98,7,2,97,-6,-2,0.7,103,-4,-0.2
Cc1cc(/C=N/NC(N)=O)c(C)n1-c1ccc(F)cc1,1.1,0,-5,106,-1,5,-1.1,96,2,0.1
CCCCC(=O)NC(c1ccc(OC)c(OC)c1)c1c(O)ccc2ccccc12 (stereo unspecified),1.1,-4,10,104,-4,-10,1.0,98,2,-0.3
Cc1ccc(C)c(N2CCN(CCCNC(=O)Cn3cc4c(n3)CCC(C)C4)CC2)c1 (stereo unspecified),0.67,16,3,91,-2,-2,0.0,107,-8,-0.2
CCOC(=O)c1sc(NC(=O)CSc2nc(-c3ccco3)cc(C(F)(F)F)n2)c(C(=O)OC)c1C,0.87,-1,1,101,-9,0,3.2,98,2,0.1
CC(=O)N1CCC(=NNc2ccc(S(=O)(=O)N3CCOCC3)cc2[N+](=O)[O-])CC1,0.98,9,2,93,-1,-2,-0.2,97,4,-0.2
Cn1c(=O)oc2cc(S(=O)(=O)Nc3cccc4c3CCCC4)ccc21,0.91,2,19,102,2,-19,0.9,89,13,-0.1
Cc1cc(OC(=O)c2ccco2)c2c(C)cc(=O)oc2c1,1.1,11,24,95,-6,-24,0.2,100,0,-0.2
CCN(CC)c1ccc(NC(=O)c2ccc(Br)o2)cc1,7*,-2,178*,108,53*,-178,-0.3,133*,-33,0.4
O=C(Nc1ccc2[nH]c(=S)sc2c1)c1ccccc1,1.6,8,66,97,5,-66,0.3,113,-15,-0.2
Nc1ccccc1N=Cc1ccc(-c2cccc(Cl)c2)o1,1.6,-2,91,107,31,-91,-0.5,140*,-42,-0.2
CCN(CC)c1ccc(/C=C(/C#N)C(=O)NC(C)C)o1,1.4,22,9,83,2,-9,0.5,111,-11,-0.2

# A second format for some results above:
structure	NF-kB neuron act	STAT3 blocker	APP 5'UTR act	STAT3 act	FLuc inh counter	APP transl inh	RAM network inh	STAT1 act	STAT1 inh	Hsp70 act
Nc1ccccc1N=Cc1ccc(-c2cccc(Cl)c2)o1	1.6	-2	91	107	31	-91	-0.5	140*	-42	-0.2
CCN(CC)c1ccc(/C=C(/C#N)C(=O)NC(C)C)o1	1.4	22	9	83	2	-9	0.5	111	-11	-0.2
